# Source: PubChem BioAssay (National Center for Advancing Translational Sciences (NCATS))
# IL1B secr inh = blocks inflammasome-driven IL-1 beta release; THP-1 LPS/ATP IL-1B secretion, AlphaLISA, 16 h; active compounds read low; activity change, % at 57.5 µM; 360,000 compounds, 4.7% hits; in the data active = activity change below about -50%; inconclusive = mostly about -30% to -49%; note: % is set by controls: 0 for no effect and ±100 for the full control effect
#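 Secreted IL-1B measured by AlphaLISA bead assay after 16 h compound exposure of THP-1 cells; compounds (final up to 57.5 uM) added 1 h before LPS (250 ng/mL) and ATP (1.25 mM) stimulation; lower signal means less secretion.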
# MCF10A rereplic = induces DNA re-replication in MCF 10a normal breast cells. AID 624296. 350,000 compounds, 2.9% hits. Potency, µM (titrated, usually from 46.1 µM), for inactives: top-dose activity, positive = re-replication, usual class: activators. MCF 10A DNA re-replication, Hoechst nuclear intensity, 48 h; note: potency is the fitted concentration of half-maximal effect; % of control where 0% means no effect; nearly all actives have a fitted effect of over 50% in size
# S2 tox = viability counter-screen for ATXN expression inhibitors; 400,000 compounds, 0.49% hits; S2 cells (HEK-293 line with an ATXN2-luciferase reporter) viability, CellTiter-Fluor protease fluorescence, 24 h; Potency, µM (top dose mostly 56.7 µM), hits mostly cytotoxic; note: potency is the fitted concentration of half-maximal effect; nearly all actives have a fitted effect of over 40% in size
# ATXN2 expr inh = ATXN2 expression inhibition | Potency, µM (top dose mostly 57 µM), inactives show at the top dose activity change, negative = inhibition, actives largely listed as inhibitors | HEK-293 ATXN2-luciferase reporter, luminescence, 24 h | 360,000 compounds, 0.72% hits; note: potency is the fitted concentration of half-maximal effect; % is set by controls: 0 for no effect and ±100 for the full control effect; nearly all actives have a fitted effect of over 55% in size
#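 qHTS (up to 57 uM final) was run with 24 h compound exposure of reporter cells at 37 °C. Each well was multiplexed: SteadyGlo luminescence measured ATXN2-luciferase expression after a fluorogenic Gly-Phe-AFC viability readout (25 uM final).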
# KB-V1 MDR tox = KB-V1 MDR subline cytotoxicity; KB-V1 MDR cells viability, CellTiter-Glo, 72 h; Potency, µM (series often up to 46.1 µM), without a hit: top-dose activity change, negative = cytotoxicity, actives largely listed as cytotoxic; 400,000 compounds, 3.4% hits; note: potency is the fitted concentration of half-maximal effect; % is set by controls: 0 for no effect and ±100 for the full control effect; nearly all actives have a fitted effect of over 60% in size
#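 Cells of the MDR subline KB-V1 are plated, dosed with compound at multiple concentrations, and incubated 72 h at 37 degrees C; CellTiter-Glo is then added and luminescence read after 10 min.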
# HT1080 IDH1KD tx = kills HT-1080 cells with IDH1 knockdown; HT-1080 IDH1 knockdown viability, ATP luminescence, 48 h; 360,000 compounds, 2% hits; AID 686971; Potency, µM (doses to about 46.1 µM), for the others: at the top dose activity, negative = toxicity, actives largely listed as cytotoxic;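 note: potency is the fitted concentration of half-maximal effect; 0% = DMSO wells and -100% = cell-free medium wells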
#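 Knockdown cells (IDH1KD HT-1080) received compounds 2 h after plating at 750 cells/well and were kept 48 h at 37 °C in 5% FBS RPMI. A CellTiter-Glo luminescence read gave % activity for curve fitting.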
# SW480 rerep = inducers of DNA re-replication in SW480 colon cancer cells | SW480 DNA re-replication, Hoechst DNA content imaging, 48 h | 340,000 compounds, 1.8% hits | AID 624297 | Potency, µM (doses to about 46.1 µM), without a hit: at the highest dose re-replication activation, hits mostly activators; note: potency is the fitted concentration of half-maximal effect; % of control where 0% means no effect; nearly all actives have a fitted effect of over 55% in size
#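 Quantitative HTS format with DMSO vehicle controls; 48 hr drug incubation at 37 C, then 40 min Hoechst staining and scanning imager measurement at 405 nm excitation.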
# HT1080NT lethal = kills 2HG-producing HT-1080-NT fibrosarcoma cells; HT-1080-NT fibrosarcoma viability, CellTiter-Glo ATP luminescence, 48 h; Potency, µM (highest dose often 46.1 µM), for inactives: top-dose activity, negative = less viability, usual class: cytotoxic; 360,000 compounds, 1.6% hits; AID 686970;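 note: NT is the 2HG producing partner of a matched IDH1 knockdown line; potency is the fitted concentration of half-maximal effect; 0% = DMSO-treated cells and -100% = media-only wells without cells; nearly all actives have a fitted effect of over 55% in size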
#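 Toxicity toward the 2HG-producing NT line was scored as %Activity, normalised to DMSO and no-cell wells, from CellTiter-Glo luminescence after 48 hours' treatment.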
# KB-3-1 tox = KB-3-1 parental cell cytotoxicity. 400,000 compounds, 1.4% hits. AID 1347075. KB-3-1 viability, CellTiter-Glo ATP luminescence, 72 h. Potency, µM (top dose mostly 46.1 µM), for inactives: at the highest dose activity change, negative = cytotoxic, most hits filed as cytotoxic; note: potency is the fitted concentration of half-maximal effect; % is set by controls: 0 for no effect and ±100 for the full control effect; nearly all actives have a fitted effect of over 60% in size
#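 Multi-concentration cytotoxicity screen in KB-3-1 cells grown in DMEM lacking phenol red with 10% FBS. After 72 h at 37 °C with compound, ATP-dependent luminescence was recorded.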
# * = called active by the depositor; i = inactive; ? = inconclusive; . = not tested or not shown; & = joins results of further samples; [ ] = dose if it differs, or a comment. Unless noted, calls come from the whole dose curve; as a rule, active = well fitted curve in the direction sought with a large enough effect; inconclusive = small, poorly fitted or top-dose-only effect, or another doubt; inactive = no such curve, though single readings can be large; an effect the other way counts as inactive or inconclusive.
# Order of results – IL1B secr inh	MCF10A rereplic	S2 tox	ATXN2 expr inh	KB-V1 MDR tox	HT1080 IDH1KD tx	SW480 rerep	HT1080NT lethal	KB-3-1 tox
COc1ccc(NC(=O)CSc2ncn[nH]2)c([N+](=O)[O-])c1
    -8	-11%	i	1%	1%	-23%	-3%	13%	0%
Cc1ccc2[nH]c3c(c2c1)CN(C(=O)CN1CCN(c2cccc(C)c2C)CC1)CC3
    -11	?	i	?	21µM*	18µM*	?	?	?
Cc1cc(C)n2nc(-c3ccccc3)cc2n1
    75	-9%	i	67%[activator][11.3 µM]	?	-7%	-8%	-12%	?
CCc1nc2nc(C)cc(Nc3ccc(F)c(Cl)c3)n2n1
    .	.	i	0%	2%	.	.	.	3%
CC(=O)O[C@H]1C[C@@]2(C)[C@@H](C[C@@H](O)[C@H]3[C@@]4(C)CC[C@@H](O)[C@@H](C)[C@@H]4CC[C@@]32C)/C1=C(\CCC=C(C)C)C(=O)O
    -3&16	8%&-30%	i	5%&-3%	-21%&-1%	?	-74%&-3%[inhibitor]	-25%&16%	0%&0%
CCN1C(=O)c2ccccc2S(=O)c2ccc(C(=O)NCc3ccccn3)cc21 (stereo not drawn)
    0	1%	i	-3%	15%	1%	3%	0%	18%
O=C(NCc1ccccc1Cl)C1CCCN(c2ncnc3onc(-c4ccc(F)cc4)c23)C1 (stereo not drawn)
    .	.	?	-4%	-16%	.	.	.	9%
CC(C)(C)NC(=O)C1CCC(CNS(=O)(=O)c2cccc3nsnc23)CC1 (stereo not drawn)
    26	-1%	i	10%	-9%	3%	15%	-3%	3%
CCCc1ccc(C(O)c2ncc(-c3ccccc3)[nH]2)cc1 (stereo not drawn)
    -4	.	i	11%	1%	-17%	.	-23%	0%
CCN(CCS(=O)(=O)c1ccc(Cl)cc1)Cc1nc2ccccc2c(=O)[nH]1
    4	3%	?	-11%	7.3µM*	-1%	-7%	2%	-2%
O=C(CSc1ncccn1)NCc1cccs1
    -3	2%	i	-8%	-10%	15%	-3%	11%	1%
N#CCCN(CCC#N)C(=O)COc1ccc(Cl)cc1Cl
    0	1%	i	-2%	-12%	0%	2%	0%	19%
O=C(CSc1ccccc1)N[C@@H](Cc1ccccc1)C(=O)O
    20	3%	i	12%	7%	5%	2%	6%	-1%
CCS(=O)(=O)N1CCCC(C(=O)NCC2CCCO2)C1 (stereo not drawn)
    10	1%	i	0%	10%	9%	-2%	8%	0%
CCCC(=O)NC(c1cccs1)c1cc([N+](=O)[O-])c2cccnc2c1O (stereo not drawn)
    ?	?	?	?	?	?	?	-29%	?
O=C1NC(Cc2ccccc2)c2nc3cc(F)ccc3c(=O)n2-c2ncccc21 (stereo not drawn)
    -23	.	i	4%	8%	-9%	.	-6%	13%
Cc1occc1C(=O)Nc1c(F)cc(F)cc1Br
    -26	4%	i	-2%	?	-1%	1%	2%	1%
CCOc1ccc(N2CC(=O)SC2=S)cc1
    -6	-4%	i	0%	2%	3%	1%	0%	0%
O=C(NC12CC3CC(CC(C3)C1)C2)c1ccccc1
    -14	9%	i	6%	21%	5%	13%	18%	?
O=C(c1ccc(Cn2cc([N+](=O)[O-])cn2)o1)N1CCCCCC1
    9	13%	i	10%	5%	11%	1%	17%	21%
OC[C@@H]1CN(Cc2cccs2)C[C@H](n2cnc3c(NCc4ccncc4)ncnc32)O1
    2	.	i	10%	5%	8%	.	24%	0%
O=C(/C=C/c1cccc(Cl)c1)NCCN1CCOCC1
    -8	?	i	6%	-28%	19%	-40%[inhibitor]	4%	-1%
N/C(=N\OC(=O)c1cc(Cl)ccc1Cl)c1ccccn1
    0	1%	i	?	-10%	0%	11%	-1%	-8%
COc1ccc2nc(SCC(=O)Nc3ccc(S(=O)(=O)N4CCCC4)cc3)c(C#N)cc2c1
    0	-4%	i	6%	0%	?	4%	4%	0%
O=c1oc2ccccc2c(NCCc2ccccc2)c1[N+](=O)[O-]
    5	-1%	i	-6%	-14%	3%	-9%	-1%	0%
C=CCN(C(=O)c1oc2c(Cl)cc(C)cc2c1C)C1CCS(=O)(=O)C1 (stereo not drawn)
    -8	23%	i	24%	-12%	-5%	0%	1%	23%
CC(=O)Nc1ccc(S(=O)(=O)N2c3ccccc3NC(=O)CC2C)c(Cl)c1 (stereo not drawn)
    13	?	?	12%	3%	16%	21%	22%	-1%
CCOc1ccc(S(=O)(=O)N2CCOCC2)cc1[N+](=O)[O-]
    -9	-2%	i	.	23%	7%	5%	9%	3%
Cc1ccc(NC(=O)CN2C(=O)CC(c3ccc(F)cc3)=Nc3ccccc32)cc1F
    .	.	i	5%	-23%	.	.	.	-9%
COC(=O)C1=C(O)/C(=C\c2cc(C)n(-c3ccccc3C)c2C)N=C1C
    -26	-28%	i	74%[activator]	1%	0%	1%	-19%	-1%
COc1ccc2cc1Oc1ccc(cc1)C[C@H]1c3c(cc(OC)c4c3Oc3c(ccc5c3[C@H](C2)N(C)CC5)O4)CCN1C
    -17	?	?	-3%	?	-2%	?	-3%	-10%
CN(CC(=O)Nc1ccc(Cl)cc1)CC(=O)N1CCc2ccccc21
    -9	.	.	.	15%	0%	.	5%	?
COc1cc(C(=O)Nc2ccc(S(=O)(=O)NC(C)(C)C)cc2)cc(OC)c1OC
    -8	?	i	11%	8%	-15%	1%	0%	-29%
O=C(NNC(=O)c1ccc(-c2ccccc2)cc1)Nc1ccccc1
    -8	1%	i	0%	-17%	-29%	16%	0%	-2%
c1ccc2n[nH]nc2c1
    4	-2%	i	6%	0%	9%	-10%	3%	9%
Cc1cccc(NC(=O)c2c([N+](=O)[O-])cnn2C)c1
    -7	3%	i	.	4%	0%	-3%	-5%	-13%
CCOC(=O)c1ccc(NC(=O)Cn2nnc(-c3ccc(C)cc3)n2)cc1
    8	-15%	i	4%	8%	9%	4%	7%	-6%
CC(=O)Nc1ccc(S(=O)(=O)Nc2nnc(C(C)(C)C)s2)cc1
    0	4%	i	-8%	-6%	?	-4%	-6%	-1%
CC1(C)CC(N2CCC(=O)NC2=S)CC(C)(C)N1
    1	0%	i	-4%	11%	?	2%	21%	4%
COc1ccc(S(=O)(=O)Nc2ccccc2C(=O)N2CCCC2)cc1OC
    -22	10%	i	-2%	30%	17%	0%	11%	9%
CC(C)C(NS(=O)(=O)c1ccc2c(c1)oc(=O)n2C)C(=O)N1CCN(Cc2ccccc2)CC1 (stereo not drawn)
    -2	-1%	i	-12%	-6%	3%	3%	0%	1%
CCCCN(C)C(=O)c1ccc(Nc2nc(C(N)COCc3ccccc3)cs2)nc1 (stereo not drawn)
    ?	.	i	-12%	0%	?	.	?	-1%
O=C(c1ccc2c(c1)OCO2)N1CCN(c2cccc(C(F)(F)F)c2)CC1
    -16	12µM*	i	-39%	16µM*	?	?	18µM*	13µM*
O=C1Nc2ccccc2C12OC1CCCCC1O2 (stereo not drawn)
    -9	-9%	i	-7%	5%	0%	-4%	2%	6%
COc1ccc(OCc2cc(C(=O)NCCc3ccccc3)no2)c(Cl)c1
    0	18µM*	i	-14%	?	16µM*	21µM*	?	?

# One compound at a time (already shown):
# `O=c1oc2ccccc2c(NCCc2ccccc2)c1[N+](=O)[O-]` is entered as IL1B secr inh = 5; MCF10A rereplic = -1%; S2 tox = i; ATXN2 expr inh = -6%; KB-V1 MDR tox = -14%; HT1080 IDH1KD tx = 3%; SW480 rerep = -9%; HT1080NT lethal = -1%; KB-3-1 tox = 0%
# `Cc1ccc2[nH]c3c(c2c1)CN(C(=O)CN1CCN(c2cccc(C)c2C)CC1)CC3` is entered as IL1B secr inh = -11; MCF10A rereplic = ?; S2 tox = i; ATXN2 expr inh = ?; KB-V1 MDR tox = 21µM*; HT1080 IDH1KD tx = 18µM*; SW480 rerep = ?; HT1080NT lethal = ?; KB-3-1 tox = ?

# (more compounds)
# Order of results – IL1B secr inh	MCF10A rereplic	S2 tox	ATXN2 expr inh	KB-V1 MDR tox	HT1080 IDH1KD tx	SW480 rerep	HT1080NT lethal	KB-3-1 tox
Nc1c(C(=O)NCc2ccco2)sc2nc3c(cc12)C(=O)CCC3
    -4	-23%	i	30%	-1%	-6%	-1%	-7%	0%
Cc1cc(=O)oc2cc(NC(=O)c3ccccc3Cl)ccc12
    27	-4%	i	32%	-22%	15%	-2%	16%	-7%
CC1=C(C(=O)OC2CCCCCC2)C(c2cccc(F)c2F)CC(=O)N1 (stereo not drawn)
    .	.	i	3%	0%	.	.	.	-3%
CN(C)c1ccc2c3c(ccc(N(C)C)c13)COC2
    37	11%	i	-4%	2%	2%	7%	2%	24%
CCCCOC(=O)c1ccc(NC(=O)CSCc2n[nH]c(=O)[nH]2)cc1
    -5	0%	i	-4%	-7%	-10%	1%	-7%	5%
CC(C)Sc1cc(N2CCOCC2)nc(-c2ccccc2)n1
    ?	?	i	-22%	-21%	-22%	?	-13%	-14%
CCn1cc(CN(C)C(=O)/C=C/c2ccc([N+](=O)[O-])cc2)c(C)n1
    0	-1%	i	-4%	18µM*	-2%	-4%	1%	-7%
COc1ccc(CCCC(=O)N/N=C/c2cccc(OC)c2O)cc1C
    73	1.5µM*	i	13µM*	?	?	?	?	?
O=C(O)CCc1nn2c3ccccc3nc2n(-c2ccccc2)c1=O
    30	2%	i	-1%	15%	14%	-10%	5%	14%
Cc1ccc(-c2nnn3c2nc(NC(C)C)c2ccccc23)cc1
    94	16µM*	i	3%	-16%	-9%	?	-8%	-5%
Cc1ccc(-n2nc3c(N4CCCC(C(=O)NCc5ccc(Cl)cc5)C4)nnc(C)c3c2C)cc1 (stereo not drawn)
    .	.	?	-8%	18%	.	.	.	-4%
Cc1c(OC(C)C(=O)NCCCN2CCCC2=O)ccc2c3c(c(=O)oc12)CCCC3 (stereo not drawn)
    -14	-4%	i	-2%	?	-10%	-6%	3%	-9%
C=CCN1C(=Nc2ccccc2)SC/C1=C\C(=O)OC
    21	4%	i	5%	20%	8%	-5%	11%	13%

# Rows are unselected; any-hit rate near 11%.
